# M1 antagonist = antagonists of rat M1 muscarinic receptor | CHO-M1 cells, Fluo-4 calcium, ACh EC80 antagonist mode; hits give low values | B-score at 10 µM | AID 628, 2007 | 64,000 tested, 3.4% active;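 active = calcium fluorescence response, raw or row-and-column corrected B-score, differing from the plate sample mean either way at a set confidence level, mostly lower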
# Ecoli tolC = growth inhibitors of E. coli tolC mutant, primary screen, strain BW25113 ΔtolC::kan, 384-well | 65,000 tested, 2.2% active | OD615 | AID 573, 2007 | growth inhibition, % at 10 µM (by protocol);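 active = growth inhibition at or above a cutoff equal to the mean over every tested compound plus 3 SD, cut at about 60% in these data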;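 note: growth measured after 20 h incubation at 37 °C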
#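 System: E. coli ΔtolC::kan strain BW25113; Buffer or medium: LB broth supplemented with 50 µg/mL kanamycin; Compound: 10 µM final, single dose; Incubation: bacterial growth with compound for 20 h at 37 °C; Signal: A615 absorbance measurement; Evaluation: growth inhibition in percent.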
# HEK293 NFkB inh = inhibitors of PMA/ionomycin-induced NF-kB reporter, primary screen, antigen receptor NF-kB inhibitor project, cell-based, HEK-293 luciferase reporter, luminescence; HEK-293 NF-kB luciferase reporter; inhibition, % at 3 µM; 62,000 tested, 0.21% active; AID 465, 2006;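 active = inhibition above the mean of all tested compounds plus 3 SD, cut at about 40% in these data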;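 note: 0% = stimulated DMSO wells and 100% = 10 µM reference inhibitor 5653914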
#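 Reagent: PMA plus ionomycin mix as NF-kB-activating stimulus. Assay system: NF-kB luciferase reporter HEK-293 cells. Technique: luminescence from luciferase substrate reagent. Incubation: 1 h compound pre-incubation, 16 h PMA/ionomycin at 37 °C. Benchmarks: DMSO only as uninhibited control, 10 µM reference inhibitor as full inhibition. Repeats: tested once.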
# SF1 activator = activators of human SF-1, primary screen, cell-based, CHO-K1, Gal4-SF-1 LBD, luciferase luminescence; AID 522, 2006; 65,000 tested, 1.9% active; Steroidogenic factor 1 (Homo sapiens), Q13285; CHO-K1 Gal4-SF-1 LBD luciferase reporter; % increase over DMSO SF-1-specific signal; activation, % at 10 µM;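 active = activation above the mean activation of all tested compounds plus 3 SD, cut at about 50% in these data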
# Target sequence (Q13285 whole entry, looked up, the tested form may be a part): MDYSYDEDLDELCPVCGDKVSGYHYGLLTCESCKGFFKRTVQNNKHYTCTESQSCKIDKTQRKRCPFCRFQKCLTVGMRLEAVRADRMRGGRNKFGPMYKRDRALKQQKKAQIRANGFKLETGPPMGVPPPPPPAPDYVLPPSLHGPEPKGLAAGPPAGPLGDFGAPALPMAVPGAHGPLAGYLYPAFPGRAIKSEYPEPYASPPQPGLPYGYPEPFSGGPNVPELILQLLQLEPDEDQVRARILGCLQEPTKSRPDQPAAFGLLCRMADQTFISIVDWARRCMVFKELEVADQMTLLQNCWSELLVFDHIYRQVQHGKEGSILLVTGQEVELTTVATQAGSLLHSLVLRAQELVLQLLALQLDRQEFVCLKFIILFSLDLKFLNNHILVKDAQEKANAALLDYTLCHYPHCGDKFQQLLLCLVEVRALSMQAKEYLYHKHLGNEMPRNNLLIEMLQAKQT
#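 Material: Transient Gal4-SF-1 LBD reporter, CHO-K1 | Input: 4,000 cells/well | Dosing: One dose, 10 µM compound, 1% DMSO | Incubation: 20 h compound treatment, 37 °C | Detection: SteadyLite luciferase luminescence | Evaluation: Percent activation relative to DMSO median and mock-transfected background | Benchmarks: DMSO-treated SF-1-transfected cells as negative, DMSO-treated mock-transfected cells lacking SF-1 as background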
# Jurkat viability = cytotoxicity toward Jurkat T cells, primary screen, cytotoxicity control, cell-based, Jurkat E6.1, 60K MLSMR library. Jurkat E6.1 viability, ATP luminescence, 48 h. inhibition, % at 4 µM. 56,000 tested, 1.2% active. AID 463, 2006;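 active = inhibition above the mean inhibition of all tested compounds plus 3 SD, cut at about 28% in these data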
# M1 agonist = M1 muscarinic receptor agonists, primary screen, CHO-M1 cells, Fluo-4 calcium, agonist mode. Muscarinic acetylcholine receptor M1. Fluo-4 calcium fluorescence; hits give high values. B-score at 10 µM. 64,000 tested, 3% active. AID 626, 2007;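 active = fluorescence rise, raw or as B-score row- and column-corrected plate score, outside the 99.7% band of its plate's samples, either direction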
# D1 mod = D1 CRE-luciferase signal change, two-sided – cell-based, HEK293 D1, dopamine EC30, D1 allosteric modulator project, primary screen; B-score at 10 µM; D(1A) dopamine receptor (Homo sapiens), P21728; 58,000 tested, 5.9% active; dopamine EC30 potentiation; actives deviate in either direction;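 active = luminescence count or its row- and column-corrected plate score outside the 99.7% band of the plate's sample wells, on either side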
# NADH enzymes = inhibitors of PK/LDH coupling enzymes, profiling panel, artefact control, biochemical, MLSMR library. IC50, µM (doses to about 10 µM), inactives show top-dose inhibition. 65,000 tested, 0.02% active. AID 774, 2007. coupled PK/LDH NADH assays, four targets;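 active = single-dose screening hits from any of four coupled enzyme assays that gave an IC50 when retested across doses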;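 note: the DPM-DC format reads NADH fluorescence rather than 340 nm absorbance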
# TNAP act mid DEA = human TNAP enzyme activators, primary screen, biochemical, luminescent, intermediate phosphate acceptor level | purified TNAP, CDP-star luminescence, 100 mM DEA, 30 min; hits give high values; scale: 0 levamisole-inhibited, 1 vehicle-only enzyme | activation factor at 20 µM | 64,000 tested, under 10 active | Alkaline phosphatase, tissue-nonspecific isozyme (Homo sapiens), P05186;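 active = activation factor of at least 2 at 20 µM, relative to controls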
# Target sequence (P05186 whole entry, looked up): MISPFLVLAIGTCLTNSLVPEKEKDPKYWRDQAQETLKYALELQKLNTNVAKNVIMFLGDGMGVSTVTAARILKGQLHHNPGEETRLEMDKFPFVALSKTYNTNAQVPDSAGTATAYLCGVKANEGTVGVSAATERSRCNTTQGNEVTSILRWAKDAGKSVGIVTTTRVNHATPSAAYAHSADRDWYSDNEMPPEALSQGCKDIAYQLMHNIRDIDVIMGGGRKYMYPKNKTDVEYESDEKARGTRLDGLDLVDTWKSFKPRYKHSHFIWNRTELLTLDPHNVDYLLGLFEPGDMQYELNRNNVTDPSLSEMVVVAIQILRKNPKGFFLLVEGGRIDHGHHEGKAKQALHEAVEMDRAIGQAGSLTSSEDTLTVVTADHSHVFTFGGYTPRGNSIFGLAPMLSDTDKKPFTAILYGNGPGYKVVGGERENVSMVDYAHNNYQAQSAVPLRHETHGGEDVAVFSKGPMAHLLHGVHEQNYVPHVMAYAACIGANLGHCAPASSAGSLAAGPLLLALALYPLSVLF
# Active calls of the source: *; x = no result given; [ ] = remark or other dose.
SMILES,M1 antagonist,Ecoli tolC,HEK293 NFkB inh,SF1 activator,Jurkat viability,M1 agonist,D1 mod,NADH enzymes,TNAP act mid DEA
Cc1nc(N2CCN(Cc3ccc4c(c3)OCO4)CC2)c2oc3ccccc3c2n1,-0.58,95*,11,27,x,0.54,0.65,5%,0.9
Nc1nonc1-c1noc(CCCOc2ccc(Cl)cc2Cl)n1,x,2,0,-6,0,x,0.15,3%,0.9
COc1ccc(-c2nnc3n2-c2ccccc2SC3)cc1OC,0.86,-27,15,2,0,-0.12,-0.91,5%,0.9
Cc1ccc(-c2noc(CSc3nnnn3-c3ccccc3)n2)cc1,1.1,49,8,0,-2,0.043,0.013,2%,0.9
COC(=O)CSc1nnc(CNC(=O)c2ccc(S(=O)(=O)N3CCCCC3)cc2)n1C,0.063,-4,17,7,-1,0.42,-1.1,0%,0.9
O=C(O)CC(NCc1ccco1)C(=O)OCCc1ccccc1 (configuration not stated),0.00043,4,x,10,x,-0.73,x,3%,1
Cc1cc(C)c(N2C(=NC(=O)CCCC(=O)O)SC3CS(=O)(=O)CC32)c(C)c1 (configuration not stated),0.36,-19,14,1,-1,-0.082,-0.038,5%,0.8
O=C1CC(c2ccco2)c2ccc3ccccc3c2N1 (configuration not stated),0.52,4,21,7,2,0.023,-0.17,3%,0.9
CCOC(=O)N1CCc2c(sc(NC(C)=O)c2C(N)=O)C1,-0.52,-8,19,-8,12,-0.67,-0.64,1%,0.9
CC(CCN(C)C)OC(=O)c1ccc(C(C)c2ccccc2)o1 (configuration not stated),-4.4*,-12,2,-21,10,0.25,-3.2*,10%,1
N#CCSc1nnc(C2CCCCC2)n1Cc1ccccc1,0.28,4,16,-30,-1,-0.046,0.038,8%,1
CCC(=O)N1CCN(c2nc(-c3ccccc3)c3c(c2C#N)CCCC3)CC1,-0.39,53,x,x,x,0.22,x,2%[fluoresces],0.9
Cn1c(=O)c2c(SCC(=O)NCc3ccco3)nc(CC(C)(C)C)nc2n(C)c1=O,-0.25,19,6,-8,6,2,3.5,1%,0.9
COc1ccc(-c2nnn(CC(=O)N(CC(=O)NCCC(C)C)Cc3cccs3)n2)cc1OC,0.76,20,5,-7,9,2.1,x,7%,0.9
CS(=O)(=O)N(CC(=O)N1CCCCC1)c1sc2c(c1C#N)CCCC2,0.56,4,3,-8,6,-0.24,1,4%,0.9
Cc1ccc2[nH]c(=O)c(CN(CCO)C(=O)NCc3ccccc3)cc2c1,0.59,-5,16,-5,6,-0.5,0.75,6%,1
COc1ccc(CCNC(=O)COC(=O)c2ccco2)cc1OC,-0.74,-4,6,-18,1,0.056,0.99,5%,1
CC(=O)Oc1ccc(Oc2ccc(-c3noc(C)n3)cc2)cc1,-0.33,14,-7,-13,34*,0.86,-0.035,0%,1
CCOC(=O)c1ccc(N2C(=O)CC(Sc3nc(O)c(CC)c(=O)[nH]3)C2=O)cc1 (configuration not stated),0.35,-1,5,5,-3,-0.16,0.91,5%,0.9
CCOC(=O)N1CCN(C(=O)c2cccc(NC3=NC4CS(=O)(=O)CC4S3)c2)CC1 (configuration not stated),0.67,-14,6,-2,1,0.68,0.55,4%,0.8
COc1ccc(-c2[nH]nc3c2C(c2ccc(OC(=O)N4CCOCC4)cc2)C(C#N)=C(N)O3)cc1 (configuration not stated),1,4,23,-4,4,0.079,2.9,5%,0.9
O=C(Cn1nc(Cc2cccnc2)c2ccccc2c1=O)NCC1COc2ccccc2O1 (configuration not stated),0.019,1,9,-17,14,1.9,0.36,4%,0.7
CCc1ccc(-c2nc(CN3CCC(C(=O)NCc4ccccc4OC)CC3)c(C)o2)cc1,0.16,12,10,6,4,0.091,-0.92,3%,1.3
Cc1ccc(-c2nnn(CC(=O)N(CCO)C(C(=O)NC(C)(C)C)c3ccncc3)n2)cc1 (configuration not stated),0.49,-12,23,-14,5,0.051,-0.64,6%,0.9
O=c1[nH]c(CN2CCN(Cc3ccc4c(c3)OCO4)CC2)nc2sc3c(c12)CCC3,0.33,-7,10,2,-8,0.41,0.28,1%,0.9
O=C(c1ccccc1)N1CCCC(C(=O)N2CCCCCC2)C1 (configuration not stated),0.33,7,24,-12,-6,-0.34,-0.26,3%,1
CCN(CCCNC(=O)CCn1c(=O)[nH]c2ccccc2c1=O)c1ccccc1,0.93,8,9,-2,-6,-0.41,0.78,5%,0.6
N=c1n(CCN2CCOCC2)c2ccccc2n1CC(=O)c1ccc(Cl)c(Cl)c1,-0.049,80*,14,6,4,-0.77,-1.4,9%,1
CC(C)c1cc(C(=O)N2CCN(C(c3ccccc3)c3ccccc3)CC2)no1,-1.2,44,17,-14,6,-0.65,-0.6,0%,1
CCOCCCNC(=O)C1CCCN1C(=O)NC1CCCCC1 (configuration not stated),-0.08,-2,19,0,1,-0.0066,0.042,7%,0.7

# 3 structures out of the list, sorted by heavy-atom count, ascending.
SMILES,M1 antagonist,Ecoli tolC,HEK293 NFkB inh,SF1 activator,Jurkat viability,M1 agonist,D1 mod,NADH enzymes,TNAP act mid DEA
O=C(c1ccccc1)N1CCCC(C(=O)N2CCCCCC2)C1 (configuration not stated),0.33,7,24,-12,-6,-0.34,-0.26,3%,1
CCN(CCCNC(=O)CCn1c(=O)[nH]c2ccccc2c1=O)c1ccccc1,0.93,8,9,-2,-6,-0.41,0.78,5%,0.6
O=C(Cn1nc(Cc2cccnc2)c2ccccc2c1=O)NCC1COc2ccccc2O1 (configuration not stated),0.019,1,9,-17,14,1.9,0.36,4%,0.7

# Next part.
SMILES,M1 antagonist,Ecoli tolC,HEK293 NFkB inh,SF1 activator,Jurkat viability,M1 agonist,D1 mod,NADH enzymes,TNAP act mid DEA
O=C(Nc1ccccc1C(=O)OCn1nnc2ccccc2c1=O)c1ccco1,1.8,-4,-3,-9,x,0.27,0.78,0%,0.9
CCc1ccc2[nH]c(=O)c(CN(CCN3CCOCC3)C(=O)Nc3ccccc3F)cc2c1,-2,0,10,38,2,-0.12,0.39,5%,0.9
CN(c1ccc(C(=O)N2CCCCC2)cc1)S(C)(=O)=O,x,0,8,-4,-2,x,-0.15,4%,0.9
COCCn1c(=S)[nH]c2cc(C(=O)NCC3CCCO3)ccc2c1=O (configuration not stated),0.15,1,-2,-4,x,0.5,-0.75,5%,1
CC(C)COC(=O)N1CC(O)CC1C(=O)O (configuration not stated),0.68,5,16,8,6,0.44,-0.79,0%,1
CSc1ccccc1NC(=O)CN(Cc1ccccc1)S(C)(=O)=O,-0.12,5,7,-1,7,-1.6,-0.36,2%,0.9
CCCNC(=O)C(CC)NS(=O)(=O)c1ccc(OC)cc1 (configuration not stated),2.1,-21,6,4,-3,-1.4,-0.47,3%,1
CCSc1nnc(NC(=O)CSc2nnc(Cc3cccn3C)n2-c2ccc(F)cc2)s1,1.2,4,11,15,0,-0.067,0.0013,5%,0.9
COc1ccc(CN(C(=O)c2snc(C(N)=O)c2N)C(C(=O)NC(C)(C)C)c2ccco2)cc1 (configuration not stated),-0.95,11,15,4,2,1.9,0.26,6%,0.9
O=C1NC(c2ccccc2Cl)Nc2ccccc21 (configuration not stated),0.45,4,15,17,26,0.29,-0.51,5%[fluoresces],0.9
CN1CCN(c2nc(-c3cccnc3)nc3ccccc23)CC1,-0.014,0,6,-19,5,0.001,x,0%,0.9
CCOC(=O)CNS(=O)(=O)c1cc(-c2n[nH]c(=O)c3ccccc23)ccc1C,-0.19,-1,x,-12,x,0.13,x,2%,0.9
O=C(CCSc1nnc(-c2ccco2)o1)Nc1ccc(Cl)cc1,-0.43,-6,8,10,-3,-1.3,0.46,4%,1.1
COc1ccc(-n2c(=O)cc(N3CCc4ccccc43)[nH]c2=O)cc1,0.015,0,4,-7,2,-0.023,-0.038,7%,x
CCOC(=O)C1C(=O)N(C(=O)c2cncc(Br)c2)CC1c1ccccc1 (configuration not stated),0.043,-11,16,-13,5,0.52,-1.4,6%,1
COc1cccc(C2N(c3cccc(Cl)c3)C(=O)C3CCCN32)c1 (configuration not stated),0.29,-13,2,12,4,0.34,-0.1,4%,0.9
CCc1ccccc1S(=O)(=O)Cc1ccc(C(=O)N2CCN(c3ccccc3OC)CC2)o1,-0.28,13,6,-13,6,7.2*,-2.4*,6%,0.9
O=C(O)c1ccc2c(c1)C(=O)N(Cc1ccccc1)C2=O,0,19,12,5,-4,0.36,-1.3,3%,0.9
COCC(C)NS(=O)(=O)c1ccc(NC(=O)C(Cc2ccccc2)NC(N)=O)cc1 (configuration not stated),-0.076,-9,12,9,1,0.2,0.49,0%,0.9

# Compounds from the list above that contain an aryl methoxy group, in the order listed:
SMILES,M1 antagonist,Ecoli tolC,HEK293 NFkB inh,SF1 activator,Jurkat viability,M1 agonist,D1 mod,NADH enzymes,TNAP act mid DEA
COc1ccc(-c2nnc3n2-c2ccccc2SC3)cc1OC,0.86,-27,15,2,0,-0.12,-0.91,5%,0.9
COc1ccc(-c2nnn(CC(=O)N(CC(=O)NCCC(C)C)Cc3cccs3)n2)cc1OC,0.76,20,5,-7,9,2.1,x,7%,0.9
COc1ccc(CCNC(=O)COC(=O)c2ccco2)cc1OC,-0.74,-4,6,-18,1,0.056,0.99,5%,1
COc1ccc(-c2[nH]nc3c2C(c2ccc(OC(=O)N4CCOCC4)cc2)C(C#N)=C(N)O3)cc1 (configuration not stated),1,4,23,-4,4,0.079,2.9,5%,0.9
CCc1ccc(-c2nc(CN3CCC(C(=O)NCc4ccccc4OC)CC3)c(C)o2)cc1,0.16,12,10,6,4,0.091,-0.92,3%,1.3
CCCNC(=O)C(CC)NS(=O)(=O)c1ccc(OC)cc1 (configuration not stated),2.1,-21,6,4,-3,-1.4,-0.47,3%,1
COc1ccc(CN(C(=O)c2snc(C(N)=O)c2N)C(C(=O)NC(C)(C)C)c2ccco2)cc1 (configuration not stated),-0.95,11,15,4,2,1.9,0.26,6%,0.9
COc1ccc(-n2c(=O)cc(N3CCc4ccccc43)[nH]c2=O)cc1,0.015,0,4,-7,2,-0.023,-0.038,7%,x
COc1cccc(C2N(c3cccc(Cl)c3)C(=O)C3CCCN32)c1 (configuration not stated),0.29,-13,2,12,4,0.34,-0.1,4%,0.9
CCc1ccccc1S(=O)(=O)Cc1ccc(C(=O)N2CCN(c3ccccc3OC)CC2)o1,-0.28,13,6,-13,6,7.2*,-2.4*,6%,0.9

# From PubChem BioAssay
